CR mimetic SO: lowers age-related superoxide in aged yeast cells; S. cerevisiae aged cells, superoxide DHE fluorescence; hits give low values; AID 2690; superoxide response (% of plate mean), % at 10 µM; hit rate 0.18% among 330,000;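 active = superoxide response under a set limit, about three screen SD below normal, cut at about 65% in these data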;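 also: yeast aged for seven days with compound at 30 °C before DHE staining; 100% = average MFI of all compound-treated wells on the plate with controls excluded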
EBNA-1 inhibitor: blocks EBNA-1 binding to DNA | EBNA-1 DNA binding, fluorescence polarization | inhibition, % at 14.8 µM | hit rate 0.34% among 300,000 | AID 1950; in the data active = inhibition above about 28%
CTSL1 counter: counter-screen for PFM18AAP inhibitors: inhibitors of F. hepatica cathepsin L1; recombinant F. hepatica cathepsin L1, Z-Leu-Arg-MCA fluorescence; hit rate 0.49% among 300,000; inhibition, % at 5.96 µM;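 active = inhibition above the mean of all tested compounds plus 3 SD, set per screening campaign, cut at about 17% in these data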;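 also: 0% = plate median of test compound wells and 100% = 1 µM Z-Phe-Ala-diazomethylketone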
JMJD2C inh: inhibitors of human GASC-1 (JMJD2C) demethylase; GST-JMJD2C(1-420) H3K9me3 demethylation, DELFIA europium; inhibition, % at 2.35 µM; hit rate 0.069% among 330,000; AID 2099;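 active = more than half of a compound's replicate wells show inhibition beyond 50%, single wells judged on their own value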;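 also: signal counts dimethyl H3K9 product captured on neutravidin plate; 0% = median of DMSO wells and 100% = 0.3 times that DMSO median; strong numbers were not always called active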
Target sequence (Q9H3R0 1-420 limits assumed): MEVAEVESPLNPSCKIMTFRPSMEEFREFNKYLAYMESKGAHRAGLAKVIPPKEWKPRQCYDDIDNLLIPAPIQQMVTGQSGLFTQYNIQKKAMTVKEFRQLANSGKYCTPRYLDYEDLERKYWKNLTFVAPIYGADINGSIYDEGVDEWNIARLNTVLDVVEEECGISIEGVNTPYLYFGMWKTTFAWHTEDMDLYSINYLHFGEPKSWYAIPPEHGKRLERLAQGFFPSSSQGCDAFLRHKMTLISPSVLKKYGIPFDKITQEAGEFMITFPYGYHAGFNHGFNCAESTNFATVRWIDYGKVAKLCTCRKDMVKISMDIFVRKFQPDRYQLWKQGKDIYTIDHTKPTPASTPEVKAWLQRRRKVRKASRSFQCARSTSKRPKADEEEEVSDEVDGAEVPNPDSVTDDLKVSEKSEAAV
TPT1 inhibitor: blocks Candida albicans tRNA 2'-phosphotransferase; recombinant caTPT1, FP RNA substrate dephosphorylation; inhibition, % at 5 µM; hit rate 0.81% among 300,000; AID 1962;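 active = inhibition above the mean of all tested compounds plus 3 SD, set per screening campaign, cut at about 24% in these data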;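 also: plate controls were DMSO alone for no effect and ferristatin control at 100 nM for full effect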
PP5 primary: inhibitors of human protein phosphatase 5 (PP5). purified PP5c, OMFP substrate fluorescence. inhibition, % at 6.7 µM. hit rate 0.18% among 320,000. AID 1987;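 active = inhibition above the campaign's mean inhibition across all tested compounds plus 3 SD, cut at about 9.5% in these data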;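 also: 0% = DMSO only and 100% = 100 µM cantharidin control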
HCV core dimer: blocks dimerization of HCV core protein | TR-FRET GST/Flag-core106 dimerization, 1536-well | inhibition, % at 5 µM | hit rate 0.33% among 300,000 | AID 1899;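 active = inhibition above the mean of all tested compounds plus 3 SD, set per screening campaign, cut at about 45% in these data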
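Assay system: tagged HCV core106 pair (GST and Flag); medium: KF-containing HEPES buffer, pH 7.45, DTT, CHAPS, BSA; also added: Eu donor and XL665 acceptor anti-tag antibodies; dosing: 5 µM single dose; timing: compound-protein-antibody incubation 4 h at 22.5 °C; signal: TR-FRET 671 and 617 nm emission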
ZTA DNA inh: ZTA (EBV) inhibition in EBNA-1 counter-screen. hit rate 0.15% among 320,000. inhibition, % at 11 µM. ZTA-DNA binding, fluorescence polarization. P03206. AID 2234; in the data active = inhibition above about 33%
Target sequence (P03206 whole entry, looked up): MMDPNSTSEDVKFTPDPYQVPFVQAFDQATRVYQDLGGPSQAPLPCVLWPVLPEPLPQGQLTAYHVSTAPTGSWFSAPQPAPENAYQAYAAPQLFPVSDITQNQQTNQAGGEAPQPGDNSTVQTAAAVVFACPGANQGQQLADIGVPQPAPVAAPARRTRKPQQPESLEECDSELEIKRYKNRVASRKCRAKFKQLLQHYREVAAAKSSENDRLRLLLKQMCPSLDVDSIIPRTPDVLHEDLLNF
PP1 counter: PP1-alpha (human) inhibition in PP5 counter-screen | inhibition, % at 6.7 µM | hit rate 0.9% among 320,000 | purified PP1alpha, OMFP fluorescence | P62136 | AID 2235;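 active = inhibition above the mean inhibition of all tested compounds plus 3 SD, computed separately for each screening campaign, cut at about 15% in these data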
Target sequence (P62136 whole entry, looked up): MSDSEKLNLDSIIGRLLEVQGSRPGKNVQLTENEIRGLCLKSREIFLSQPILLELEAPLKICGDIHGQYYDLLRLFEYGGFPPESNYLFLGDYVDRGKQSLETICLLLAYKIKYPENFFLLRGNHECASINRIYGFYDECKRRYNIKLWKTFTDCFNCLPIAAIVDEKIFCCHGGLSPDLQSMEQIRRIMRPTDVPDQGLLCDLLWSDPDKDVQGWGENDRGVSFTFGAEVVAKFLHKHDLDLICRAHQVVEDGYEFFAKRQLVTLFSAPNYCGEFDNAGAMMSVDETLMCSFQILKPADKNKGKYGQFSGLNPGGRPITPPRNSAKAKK
* hit, by the source's call; nt = no result given.

1. O=C(Cc1ccc(Cl)c(Cl)c1)Nc1cccc(S(=O)(=O)N2CCOCC2)c1
2. CC(=O)c1ccc(OCC(O)CN2C(C)CCCC2C)cc1 (configuration not stated)
3. NNC(=O)c1sc2cc(C(F)(F)F)cnc2c1-c1cccs1
4. CCCn1nnnc1-c1cccc(Cl)c1
5. COC(=O)Oc1ccc(/C=C/C(=O)OC(C)C)cc1OC(=O)OC
6. CCNC(=S)Nc1ccc(Oc2ccccc2)cc1
7. Cc1cccc(C)c1OCc1cc(C(=O)NCC2COCCO2)no1 (configuration not stated)
8. CC1(C)Cc2c(sc3c2c(=O)n(-c2ccc(Cl)cc2)c(=O)n3CC(N)=O)CO1

assay / entry	1	2	3	4	5	6	7	8
CR mimetic SO	93.1	99.1	98.3	102.0	106.3	79.0	99.5	106.8
EBNA-1 inhibitor	-7.0	0.4	8.9	-3.0	-1.1	-4.2	-7.0	3.6
CTSL1 counter	2.8	-1.9	3.3	-5.8	-1.7	1.0	-4.9	-0.3
JMJD2C inh	17.7	-14.4	-5.1	6.7	22.1	13.8	-2.6	nt
TPT1 inhibitor	61.8*	-4.6	1.3	1.0	3.0	-2.6	-1.7	0.3
PP5 primary	4.4	2.4	0.6	1.2	2.3	2.6	0.5	-2.9
HCV core dimer	-1.2	-7.3	-1.1	-3.5	-0.6	-5.5	0.0	2.6
ZTA DNA inh	-6.2	0.4	0.5	-11.6	2.1	12.4	-13.5	4.8
PP1 counter	0.0	4.6	-1.3	1.8	-1.4	2.2	3.1	-4.0

9. O=C1CCCN1c1ccc(S(=O)(=O)Oc2cccc(Cl)c2)cc1[N+](=O)[O-]
10. CC(C)(C)c1cc(NC(=O)c2cccnc2)no1
11. CCCn1c(C(C)NC(=O)c2ccccc2)n[nH]c1=S (configuration not stated)
12. CCOc1ccc(N2CC(C(=O)N/N=C/c3sccc3C)CC2=O)cc1 (configuration not stated)
13. Cc1cc(N2CCCC2)nc2ccc(NC(=S)NCCCOC(C)C)cc12
14. Cc1ccoc1C(=O)NCCCNC(=O)c1occc1C
15. CC(C)(C)NC(=O)Nc1ccc(Cn2cc(C(F)(F)F)ccc2=O)cc1
16. CC(OC(=O)c1cccc(-n2cnnn2)c1)C(=O)c1ccccc1 (configuration not stated)

assay / entry	9	10	11	12	13	14	15	16
CR mimetic SO	113.5	103.8	99.9	100.4	101.4	105.2	98.7	100.9
EBNA-1 inhibitor	-6.7	9.2	-2.6	-5.6	-2.6	7.9	7.5	-11.5
CTSL1 counter	0.4	-4.1	-1.9	-0.9	-1.6	8.2	-0.7	-6.8
JMJD2C inh	-6.1	-3.2	4.8	-1.4	-5.4	1.6	8.1	-8.3
TPT1 inhibitor	4.6	-2.4	-0.7	-0.8	-3.0	1.0	-3.3	-0.9
PP5 primary	-0.2	-0.1	0.4	0.7	3.9	3.0	0.3	-1.2
HCV core dimer	-1.9	1.1	3.0	0.8	3.2	-2.9	-0.6	-0.3
ZTA DNA inh	-2.2	5.7	-1.4	-3.2	-4.4	6.7	3.1	-1.2
PP1 counter	-1.8	-4.4	-4.2	-6.9	-2.4	0.2	0.7	-7.1

17. CCC(C)NC(=O)CSc1nc2c(sc(=S)n2-c2cc(Cl)ccc2OC)c(=O)[nH]1 (configuration not stated)
18. CN(Cc1cccs1)S(=O)(=O)c1cccs1
19. CCNC(=S)N1CCN(CCN=CC2=C(O)CC(c3cccs3)CC2=O)CC1 (configuration not stated)
20. COc1ccccc1C(=O)CSc1cccc[n+]1[O-]
21. O=C(CCC1COc2ccccc2O1)NCc1ccccc1 (configuration not stated)
22. CCOC(=O)c1c(-c2ccc(C)o2)csc1N
23. CCCC(=O)N1CCN(c2nnc(-c3ccc(C)cc3)c3ccccc23)CC1
24. N#Cc1ccccc1S(=O)(=O)N1CCN(C(=O)c2cc(=O)[nH]c3ccccc23)CC1

assay / entry	17	18	19	20	21	22	23	24
CR mimetic SO	95.3	102.5	98.4	74.1	103.7	88.7	100.0	121.4
EBNA-1 inhibitor	9.3	16.7	-4.3	10.6	-2.3	1.0	0.4	nt
CTSL1 counter	4.0	-1.2	-0.7	5.0	-1.4	1.6	7.7	nt
JMJD2C inh	0.7	-4.4	5.9	-4.8	2.8	-20.8	-13.5	-9.9
TPT1 inhibitor	0.0	0.4	1.1	-2.5	-2.3	-5.1	3.1	nt
PP5 primary	-0.9	-3.1	0.9	-3.4	-2.2	0.7	-1.6	2.6
HCV core dimer	15.2	4.0	4.0	2.3	3.0	2.9	4.8	nt
ZTA DNA inh	9.0	14.1	4.3	24.6	9.2	-1.1	-1.6	-3.5
PP1 counter	0.0	-1.1	-2.7	-5.1	-2.3	-0.4	-1.9	0.7

25. COc1ccc(CCC(C(O)C(F)(F)F)S(=O)c2ccccc2)cc1 (configuration not stated)
26. CC(=O)c1ccc(OCC(=O)OC(C)C(=O)NC2CCCCC2C)cc1 (configuration not stated)
27. CCCNC(=O)c1cc(-c2ccc(OC)cc2)on1
28. COc1nc(OCCNC(=O)Nc2ccccc2)nc(N(C)C)n1
29. COCCn1c(C)cc(C(=O)COc2nc3ccccc3nc2C)c1C
30. CCOc1cc(C2C(C(C)=O)=C(O)C(=O)N2CCc2c[nH]c3ccccc23)ccc1O (configuration not stated)
31. CC(NS(=O)(=O)c1ccc(CCC(=O)NCc2ccco2)cc1)c1ccccc1 (configuration not stated)
32. COc1ccc(CCNC(=S)Nc2ccc(C(C)C)cc2)cc1

assay / entry	25	26	27	28	29	30	31	32
CR mimetic SO	101.9	95.3	101.4	90.0	88.8	104.0	92.3	105.0
EBNA-1 inhibitor	1.3	nt	8.8	-13.6	-1.3	3.0	-2.9	-4.5
CTSL1 counter	-2.3	nt	-0.5	-7.6	-2.6	3.6	-4.3	3.5
JMJD2C inh	14.8	2.7	-5.3	-7.2	-46.1	19.7	-1.3	1.4
TPT1 inhibitor	1.8	nt	1.1	-0.5	-5.8	2.3	-3.3	-1.2
PP5 primary	0.8	0.5	-0.4	-0.5	-1.1	0.7	0.0	2.8
HCV core dimer	-4.0	nt	3.5	0.5	-8.0	-1.2	1.2	3.3
ZTA DNA inh	-6.0	-0.2	-2.9	-0.2	17.6	3.8	-1.2	-12.3
PP1 counter	1.1	-1.9	-6.2	-9.9	-1.3	3.8	-5.7	2.7

One compound at a time, as listed above. Order of values: CR mimetic SO	EBNA-1 inhibitor	CTSL1 counter	JMJD2C inh	TPT1 inhibitor	PP5 primary	HCV core dimer	ZTA DNA inh	PP1 counter
COc1ccc(CCC(C(O)C(F)(F)F)S(=O)c2ccccc2)cc1 (configuration not stated) is entered as 101.9	1.3	-2.3	14.8	1.8	0.8	-4.0	-6.0	1.1
COc1nc(OCCNC(=O)Nc2ccccc2)nc(N(C)C)n1 is entered as 90.0	-13.6	-7.6	-7.2	-0.5	-0.5	0.5	-0.2	-9.9
CC(NS(=O)(=O)c1ccc(CCC(=O)NCc2ccco2)cc1)c1ccccc1 (configuration not stated) is entered as 92.3	-2.9	-4.3	-1.3	-3.3	0.0	1.2	-1.2	-5.7
CCOc1cc(C2C(C(C)=O)=C(O)C(=O)N2CCc2c[nH]c3ccccc23)ccc1O (configuration not stated) is entered as 104.0	3.0	3.6	19.7	2.3	0.7	-1.2	3.8	3.8
COCCn1c(C)cc(C(=O)COc2nc3ccccc3nc2C)c1C is entered as 88.8	-1.3	-2.6	-46.1	-5.8	-1.1	-8.0	17.6	-1.3

Next section
33. COc1ccc(CCNC2=C(Cl)C(=O)N(CCc3ccccc3)C2=O)cc1OC
34. CC1CC(C)(C)NC(=S)N1CCCC(=O)NCCc1ccc(Cl)cc1 (configuration not stated)
35. COc1cc(C2/C(=C(\O)c3ccc4c(c3)OCCO4)C(=O)C(=O)N2Cc2ccccc2)ccc1O (configuration not stated)
36. CCOc1ccc(NS(=O)(=O)c2ccc3[nH]cc(C(=O)NCCOC)c(=O)c3c2)cc1
37. CCOC(=O)c1cnc2c([N+](=O)[O-])cnn2c1C
38. COC(=O)C(C)N1CCC(=O)c2ccccc2S1(=O)=O (configuration not stated)
39. COc1ccc(NC(=O)CN(C)C(=O)c2ccc(N3CCCC3)c([N+](=O)[O-])c2)cc1
40. CCOC(=O)c1c(NC(=O)c2cccc(N3C(=O)CCC3=O)c2)sc(C)c1C

assay / entry	33	34	35	36	37	38	39	40
CR mimetic SO	99.9	100.7	91.7	106.1	109.3	96.6	88.9	111.3
EBNA-1 inhibitor	2.7	-0.8	-3.8	-22.0	3.0	-2.5	-8.3	-9.4
CTSL1 counter	1.2	1.4	3.2	-3.9	0.2	0.3	5.8	5.6
JMJD2C inh	9.3	4.4	-12.4	14.6	-5.0	11.1	4.2	-11.3
TPT1 inhibitor	-0.4	-0.5	1.1	-4.4	5.5	0.5	-3.2	-2.5
PP5 primary	0.2	3.9	-3.4	1.3	9.2	-0.1	-0.2	1.6
HCV core dimer	1.0	0.6	-0.4	0.7	-1.4	6.2	-0.1	1.1
ZTA DNA inh	7.1	-0.5	7.5	-5.3	1.7	-3.9	5.4	-16.9
PP1 counter	-0.9	0.9	0.8	4.1	-2.9	-1.3	-2.0	0.7

41. CCOC(=O)C1CCN(CC(O)COCc2ccc(Cl)cc2)CC1 (configuration not stated)
42. CC1CN(CCOc2ccccc2-c2ccccc2)CC(C)O1 (configuration not stated)
43. Cc1ccc(-c2nnc(CCC(=O)NCc3csc(C)n3)o2)s1
44. Cc1nn(Cc2ccccc2Cl)c(Cl)c1/C=C/C(=O)OCC(=O)NC(N)=O
45. Cn1cc(S(=O)(=O)Nc2ccc(F)c(Cl)c2)c(=O)n(C)c1=O
46. O=C(NCc1ccccn1)c1ccc(OC2CCN(Cc3ccc(Cl)s3)CC2)cc1

assay / entry	41	42	43	44	45	46
CR mimetic SO	91.9	112.4	103.4	98.0	90.3	77.0
EBNA-1 inhibitor	-7.8	-2.0	-11.1	13.3	-6.8	-15.7
CTSL1 counter	-2.7	-4.1	-1.1	-3.9	1.6	-1.3
JMJD2C inh	-4.8	-2.3	-9.5	-0.2	-12.2	3.2
TPT1 inhibitor	1.2	-2.5	1.4	-3.7	-0.2	-3.2
PP5 primary	0.4	1.1	-1.4	2.5	-1.1	3.9
HCV core dimer	-1.6	-4.5	0.1	0.5	-1.4	1.1
ZTA DNA inh	6.3	-33.6	0.9	0.7	11.0	0.9
PP1 counter	2.8	-0.4	0.6	-1.2	-0.6	1.0

Screens from PubChem BioAssay.
